VCAM1 TNFa inh: inhibitors of TNFa-induced VCAM1 expression, primary screen, imaging, HUVEC, TNFa stimulus, immunofluorescence; HUVEC TNFa-induced VCAM-1 immunofluorescence, high-content imaging; inhibition, % at 2 µM; 95,000 compounds, 0.48% hits;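 active = inhibition above the batch mean plus 3 SD, with images confirmed as a hit by eye, cut at about 37% in these data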;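 note: 0% = TNF-stimulated DMSO wells and 100% = unstimulated control wells; not every result past the cut was called active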
TNFa cytotox: cytotoxicity in TNFa-stimulated HUVEC, primary screen, cytotoxicity control for VCAM1 expression modulator project, imaging, Hoechst nuclei count. HUVEC TNFalpha-stimulated, Hoechst cell count. cell count reduction, % at 2 µM. 93,000 compounds, 0.17% hits. AID 848, 2007;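 active = cell count reduction exceeding the screen mean by over 5 SD, scaled to untreated wells per plate, cut at about 78% in these data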;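 note: cells counted after 24 h of TNF alpha exposure following the 1 h pretreatment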
H69AR inhibit: proliferation blockers of H69AR lung cancer cells, primary screen, cell-based, human, 86K library; viability, % at 10 µM; 85,000 compounds, 6% hits; H69AR lung tumor viability, ATP luminescence, 72 h; active compounds read low;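 active = viability at or below 40%; inactive = viability above 40%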;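 note: multidrug resistant small cell line overexpressing MRP-1 efflux transporter; 100% = mean luminescence of untreated control wells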
PTK2B oligo ant: antagonists of Pyk2 self-association, primary screen, Q293 cells, FERM NanoBiT luminescence, HTS | Protein-tyrosine kinase 2-beta (Homo sapiens), Q14289 | active compounds read low | z-score (the deposit names both 25 µM and 10 µM) | 99,000 compounds, 0.83% hits;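 active = Z-score of -3 or lower, scaled per plate to the spread of control and sample wells; inactive = z-score above -3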;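 note: negative z-score means lost luminescence so less FERM oligomerization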
Target sequence (Q14289 whole entry, looked up): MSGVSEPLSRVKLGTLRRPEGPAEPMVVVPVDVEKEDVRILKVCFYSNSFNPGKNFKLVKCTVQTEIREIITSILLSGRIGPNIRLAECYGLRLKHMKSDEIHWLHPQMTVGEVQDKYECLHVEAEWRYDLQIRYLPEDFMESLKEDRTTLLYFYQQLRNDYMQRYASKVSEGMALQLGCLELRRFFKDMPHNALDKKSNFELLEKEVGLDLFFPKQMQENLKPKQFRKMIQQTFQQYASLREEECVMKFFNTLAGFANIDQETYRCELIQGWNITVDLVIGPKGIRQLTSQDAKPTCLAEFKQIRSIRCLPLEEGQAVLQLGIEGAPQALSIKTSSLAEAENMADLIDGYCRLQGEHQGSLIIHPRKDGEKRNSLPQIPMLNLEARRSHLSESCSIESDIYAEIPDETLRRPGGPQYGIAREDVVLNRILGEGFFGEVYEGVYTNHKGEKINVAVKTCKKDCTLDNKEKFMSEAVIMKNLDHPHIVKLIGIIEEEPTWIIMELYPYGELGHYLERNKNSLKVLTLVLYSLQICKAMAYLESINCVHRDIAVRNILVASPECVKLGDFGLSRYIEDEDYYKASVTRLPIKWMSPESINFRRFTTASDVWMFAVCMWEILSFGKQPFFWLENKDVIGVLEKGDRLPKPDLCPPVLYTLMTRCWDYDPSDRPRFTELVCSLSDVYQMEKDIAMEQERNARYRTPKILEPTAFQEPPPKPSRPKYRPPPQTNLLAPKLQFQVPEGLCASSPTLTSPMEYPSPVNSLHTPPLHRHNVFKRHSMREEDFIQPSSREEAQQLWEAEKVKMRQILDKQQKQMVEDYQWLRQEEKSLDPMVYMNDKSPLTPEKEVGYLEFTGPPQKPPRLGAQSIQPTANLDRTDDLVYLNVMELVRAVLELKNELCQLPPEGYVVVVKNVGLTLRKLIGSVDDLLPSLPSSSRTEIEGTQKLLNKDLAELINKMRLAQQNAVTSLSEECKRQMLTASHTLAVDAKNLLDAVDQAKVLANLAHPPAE
HUVEC prolif 384: inhibitors of HUVEC proliferation, primary screen, cell-based, 384-well; CellTiter-Glo luminescence, 72 h; active compounds read low; 86,000 compounds, 1.1% hits; viability, % at 10 µM (by protocol); AID 648, 2007;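 active = viability at or below 30%; inactive = viability above 30%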;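 note: 100% = median luminescence of DMSO-only cell control wells on each plate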
HUVEC tox IL1B: cytotoxicity in IL-1B stimulated HUVEC, primary screen, cytotoxicity control for IL-1B NFkB translocation project, imaging, Hoechst nuclear count, IL-1B stimulus; HUVEC cell count loss; cell count reduction, % at 2 µM; 94,000 compounds, 0.41% hits; AID 845, 2007;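 active = cell count reduction more than 3 SD above the screen-wide mean, cut at about 70% in these data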;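 note: normalized per plate to untreated control cells as the no-loss baseline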
Smad3 inh: Smad3/FoxH1 peptide binding inhibitors, primary screen, biochemical, TR-FRET; Mothers against decapentaplegic homolog 3 (Homo sapiens), P84022; TR-FRET Smad3/Dy647-FoxH1 peptide binding, europium anti-His; inhibition, % at 25 µM; 88,000 compounds, 0.29% hits;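 active = compounds that reduce the energy-transfer binding signal between the protein and its labelled peptide by more than half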;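 note: 0% = Smad3 plus labelled peptide maximal FRET and 100% = peptide-only background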
cytoskel mod: modifiers of F-actin cytoskeleton organization, primary screen, imaging, HUVEC, phalloidin staining, high-content imaging | HUVEC TNFa F-actin phalloidin imaging | inhibition, % at 2 µM | 91,000 compounds, 0.18% hits | AID 836, 2007;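 active = inhibition above the batch mean plus 3 SD and confirmed as a hit by visual image inspection, cut at about 30% in these data, passing the limit was not always enough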; note: strong numbers were not always called active
Lung fibro prol: antiproliferative effect on LL 47 fibroblasts – human, LL 47 cells, CellTiter-Glo luminescence, primary screen. 85,000 compounds, 1.1% hits. viability, % at 10 µM. LL 47 human lung fibroblast viability, ATP luminescence; active compounds read low;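 active = viability at or below 50% in the single dose screen; inactive = viability above 50%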;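 note: compound exposure lasted 72 h before the ATP readout; 100% = median luminescence of untreated cell-only wells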
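Material: human lung fibroblast line LL 47, low passage; Evaluation: viability percentage against median untreated-cell control; Buffer or medium: 15% FBS in IMEM; Incubation: 72 h compound exposure at 37 °C after overnight plating; Dosing: 0.1% DMSO in all compound wells; Measured by: CellTiter-Glo luminescence.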
An asterisk follows results filed as active; nt = no result given; [ ] = dose if it differs, or a comment. A portion of the library; the hit share may differ from the screen's.

Results follow in this order: VCAM1 TNFa inh	TNFa cytotox	H69AR inhibit	PTK2B oligo ant	HUVEC prolif 384	HUVEC tox IL1B	Smad3 inh	cytoskel mod	Lung fibro prol
> CCOC(=O)c1sc(NC(=O)CSc2nnnn2-c2ccc(C)cc2)c(C(=O)OCC)c1C
 : 18	-18	80	-0.28	98	-16	-1	31	95
> Cc1ccc2nc(NC(=O)Cc3cccs3)sc2c1
 : 21	-19	83	-0.01	96	-1	-13	nt	91
> Cn1c(C(=O)NCCN2CCN(c3ccccc3F)CC2)cc2c(=O)n(C)c3ccccc3c21
 : nt	nt	61	nt	68	nt	-1	nt	102
> Cc1sc2nnn(CC(=O)N3CCN(C(=O)c4ccco4)CC3)c(=O)c2c1C
 : -8	-3	nt	0.48	nt	-48	nt	30	nt
> Cc1ccccc1C(=O)Nc1nc(=S)ss1
 : 6	-12	nt	0.91	nt	4	nt	-14	nt
> COc1ccc(-c2csc(Cc3nnc(N4CCOCC4)n3-c3ccccc3)n2)cc1
 : nt	nt	70	0.75	108	nt	7	nt	92
> C=CCSc1nccc(-c2cc(Cl)sc2Cl)n1
 : 10	-5	97	-0.37	89	nt	6	-6	97
> COc1ccc(OC)c(C2C3=C(COC3=O)Nc3cc4c(cc32)OCO4)c1 (stereo not drawn)
 : 96*	76	nt	-1.4	nt	26	nt	16	nt
> COc1cccc(CNc2ccc(N3CCC(C)CC3)cc2)c1OC
 : 11	-4	14*	-0.3	93	-157	10	1	99
> CCc1ccccc1OCCCOc1ccc(OC)cc1
 : 11	24	nt	-1.6	nt	10	nt	-32	nt
> COc1ccc(CC(=O)Nc2c3c(nn2-c2cccc(Cl)c2)CS(=O)C3)cc1 (stereo not drawn)
 : -15	1	97	-0.53	89	-8	-6	5	94
> CC(C(=O)Oc1ccc2c(c1)OCO2)N1C(=O)c2ccccc2C1=O (stereo not drawn)
 : nt	nt	98	nt	91	nt	-3	nt	94
> COc1ccc(CN(C(=O)c2cnccn2)C(C(=O)Nc2ccc(F)cc2)c2ccccc2)cc1 (stereo not drawn)
 : 2	-27	75	-1.8	91	-4	4	2	97
> N#CC1=C(N)NC(SCC(=O)Nc2ccc(Br)cc2)=C(C#N)C12CCCCC2
 : -7	-36	nt	-1.6	nt	1	nt	-4	nt
> COc1ccc2cc(CCNC(=O)c3ccc4c(c3)OCO4)c(=O)[nH]c2c1
 : nt	nt	83	nt	93	nt	2	nt	97

5 of the compounds above, in markdown.
| compound | VCAM1 TNFa inh | TNFa cytotox | H69AR inhibit | PTK2B oligo ant | HUVEC prolif 384 | HUVEC tox IL1B | Smad3 inh | cytoskel mod | Lung fibro prol |
| --- | --- | --- | --- | --- | --- | --- | --- | --- | --- |
| Cc1sc2nnn(CC(=O)N3CCN(C(=O)c4ccco4)CC3)c(=O)c2c1C | -8 | -3 | nt | 0.48 | nt | -48 | nt | 30 | nt |
| CC(C(=O)Oc1ccc2c(c1)OCO2)N1C(=O)c2ccccc2C1=O (stereo not drawn) | nt | nt | 98 | nt | 91 | nt | -3 | nt | 94 |
| C=CCSc1nccc(-c2cc(Cl)sc2Cl)n1 | 10 | -5 | 97 | -0.37 | 89 | nt | 6 | -6 | 97 |
| COc1ccc(-c2csc(Cc3nnc(N4CCOCC4)n3-c3ccccc3)n2)cc1 | nt | nt | 70 | 0.75 | 108 | nt | 7 | nt | 92 |
| Cc1ccc2nc(NC(=O)Cc3cccs3)sc2c1 | 21 | -19 | 83 | -0.01 | 96 | -1 | -13 | nt | 91 |

Marked active in VCAM1 TNFa inh, among the entries above:
molecule,VCAM1 TNFa inh,PTK2B oligo ant,Smad3 inh,cytoskel mod
COc1ccc(OC)c(C2C3=C(COC3=O)Nc3cc4c(cc32)OCO4)c1 (stereo not drawn),96*,-1.4,nt,16

Further records follow:
Results follow in this order: VCAM1 TNFa inh	TNFa cytotox	H69AR inhibit	PTK2B oligo ant	HUVEC prolif 384	HUVEC tox IL1B	Smad3 inh	cytoskel mod	Lung fibro prol
> Cc1csc(NC(=O)CSc2nnc(Cn3c(=O)sc4ccccc43)n2-c2ccccc2)n1
 : 8	-6	46	nt	74	-7	4	-11	85
> CC(=O)c1c(C(C)=O)c(C)n(NC(=O)c2ccccc2Cl)c1C
 : -11	7	95	2.3	101	9	-12	2	113
> CCOC(=O)c1ccc(NC(=O)CCn2nnc3ccccc32)cc1
 : 0	nt	90	-0.07	102	-16	6	16	105
> CC(=O)Nc1ccc(NC2=CC(=O)CC(C)(C)C2)cc1
 : -6	-5	103	-0.74	96	-28	3	6	92
> Cc1nccn1-c1cc(C(C)C)c(C#N)c2nc3ccccc3n12
 : nt	nt	84	nt	93	nt	6	nt	100
> O=C(CCN1C(=O)c2ccccc2C1=O)Nc1ccc(S(=O)(=O)N2CCOCC2)cc1
 : 3	-25	85	0.63	101	-10	4	0	93
> COc1cc(/C=N/NC(=O)CCc2ccccc2)ccc1O
 : 16	-5	nt	-0.35	nt	37	nt	-7	nt
> O=C(c1ccco1)N1CCN(S(=O)(=O)c2cccc3nsnc23)CC1
 : nt	nt	100	-0.31	90	nt	1	nt	113
> CC12CN(S(=O)(=O)c3ccccc3)CC(C)(CN(S(=O)(=O)c3ccccc3)C1)C2
 : 2	-19	93	0.88	80	8	4	-13	83
> Cc1ccc2c(=O)cc(C(F)F)oc2c1
 : -5	-11	100	-0.02	104	6	4	0	109
> Cc1c(Cl)cccc1NC(=O)CCC(=O)NNC(=O)c1ccccc1Cl
 : 6	0	nt	0.28	nt	-27	nt	-17	nt
> O=S(=O)(NCC1CCCO1)c1cccc2nsnc12 (stereo not drawn)
 : -2	-22	105	-0.1	86	-28	5	18	99
> O=C(NCc1ccco1)c1cc2c(s1)CSC2
 : nt	nt	85	nt	94	-18	5	nt	96
> CCCC(C(=O)NCC1CCCO1)N(Cc1ccco1)C(=O)CNS(=O)(=O)c1ccccc1 (stereo not drawn)
 : 11	-10	82	nt	103	12	-4	-7	97
> COc1ccc(N2C(=O)C3C4C=CC(CC4)C3C2=O)c([N+](=O)[O-])c1 (stereo not drawn)
 : -2	5	nt	0.18	nt	-16	nt	-15	nt

The listing continues:
Results follow in this order: VCAM1 TNFa inh	TNFa cytotox	H69AR inhibit	PTK2B oligo ant	HUVEC prolif 384	HUVEC tox IL1B	Smad3 inh	cytoskel mod	Lung fibro prol
> CCOC(=O)c1sc2ncn(/N=C/N(C)C)c(=O)c2c1C
 : 12	-1	94	1.7	99	-7	-5	-1	99
> CC1CCCCN1S(=O)(=O)c1ccc(NC(=O)c2ccco2)cc1 (stereo not drawn)
 : -9	-2	86	-1.6	86	-17	24	-19	92
> O=C(Cn1cnc2c(cnn2-c2ccc(F)cc2)c1=O)N1CCN(c2ccccc2F)CC1
 : 16	-11	84	0.57	108	4	8	-7	100
> O=C(c1ccc2c(c1)OCO2)N1CCN=C1SCc1cccnc1
 : -29	18	99	nt	101	1	-10	6	105
> Cc1ccc(N(CC(N)=O)C2SC(=O)N(Cc3ccccc3)C2=O)cc1 (stereo not drawn)
 : 22	0	81	-0.03	100	10	-5	3	108
> CC1CCN(S(=O)(=O)c2cccc(C(=O)O)c2)CC1
 : 7	-23	100	0.74	92	-1	2	4	104
> COC(=O)NCC12CC3CC(C1)CC(CNC(=O)OC)(C3)C2
 : nt	nt	82	-0.63	100	nt	0	nt	101
> CCOc1ccc2nc(NC(NC(C)=O)(C(=O)OC)C(F)(F)F)sc2c1 (stereo not drawn)
 : nt	nt	89	-0.43	88	nt	4[fluorescence artefact?]	nt	94
> CN(C)S(=O)(=O)c1cccc(C(=O)NCc2cccs2)c1
 : 11	5	112	0.77	105	6	8	-2	103
> Cc1ccccc1NS(=O)(=O)c1cc(C(=O)Nc2cccc(N(C)S(C)(=O)=O)c2)ccc1C
 : 6	-1	nt	-3*	nt	-10	nt	5	nt
> CC1CN(C(=O)c2cn3ccccc3n2)CC(C)O1 (stereo not drawn)
 : nt	nt	110	-0.38	91	nt	6	nt	92
> CCCCNC(=O)CSc1nc2ccccc2c(=O)n1Cc1ccc2c(c1)OCO2
 : 0	3	76	-0.12	48	-28	-2	-20	74
> CC(C)(C)n1[nH]c2c3c(ccc2c1=O)C(=O)c1ccccc1C3=O
 : -37	5	60	-0.83	3.3*	0	5	nt	59
> O=C(CN1CCOCC1)NCC12CC3CC(CC(C3)C1)C2
 : 15	-19	95	0.21	99	-23	-2[fluorescence artefact?]	-9	95
> CCn1nc(C(=O)OC2CCOC2=O)c2ccccc2c1=O (stereo not drawn)
 : -2	3	102	0.46	93	-15	-3	-1	102

Shown with bars between the fields: entries from further up.
SMILES | VCAM1 TNFa inh | TNFa cytotox | H69AR inhibit | PTK2B oligo ant | HUVEC prolif 384 | HUVEC tox IL1B | Smad3 inh | cytoskel mod | Lung fibro prol
Cc1ccc(N(CC(N)=O)C2SC(=O)N(Cc3ccccc3)C2=O)cc1 (stereo not drawn) | 22 | 0 | 81 | -0.03 | 100 | 10 | -5 | 3 | 108
CC(C)(C)n1[nH]c2c3c(ccc2c1=O)C(=O)c1ccccc1C3=O | -37 | 5 | 60 | -0.83 | 3.3* | 0 | 5 | nt | 59

Next section:
Results follow in this order: VCAM1 TNFa inh	TNFa cytotox	H69AR inhibit	PTK2B oligo ant	HUVEC prolif 384	HUVEC tox IL1B	Smad3 inh	cytoskel mod	Lung fibro prol
> Cc1ccc(NC(=O)CSc2nc3ccccc3c(=O)n2CCCN2CCCCC2)cc1C
 : 13	-7	2.2*	0.46	13*	16	11	-17	3.0*
> C=CCn1c(=N)n(CC(O)COc2ccccc2OC)c2ccccc21 (stereo not drawn)
 : 2	-10	75	nt	79	9	-1	-24	94
> CC(Sc1nc(-c2ccccc2)cc(C(F)(F)F)n1)C(=O)NCc1ccco1 (stereo not drawn)
 : 1	-22	65	-0.17	103	0	7	10	111
> COc1ccc(OC)c(S(=O)(=O)Nc2ccc(F)cc2)c1
 : -5	-10	103	-0.8	99	-87	-3	-1	101
> CC(C)Oc1ccc(C(=O)NCc2ccco2)cc1
 : -1	1	68	0.09	89	15	-1	-9	100
> O=S(=O)(Nc1ncccn1)c1ccc(Nc2ncnc3ccccc23)cc1
 : 15	-3	102	1.6	101	2	-1	24	98
> CCOC(=O)N1CCN(c2c(NCCOC)c(=O)c2=O)CC1
 : 16	-19	94	nt	100	-4	-4	-3	98
> Cc1nc2cncc(Br)c2n1C
 : 9	-9	94	-0.74	100	-5	3	-18	nt
